Source: PubChem BioAssay (National Center for Advancing Translational Sciences (NCATS))
Mito fusion yeast: mitochondrial division inhibition or fusion activation; 0.23% of 320,000 active; S. cerevisiae fusion-defective mutant growth rescue, CellTiterGlo 48 h; AID 485298; Potency, µM (titrated, usually from 46.1 µM), for inactives: at the top dose growth rescue (activation), hits mostly activators; active = well fitted activation curve with a large enough effect; inconclusive = small, poorly fitted or top-dose-only effect; inactive = no such curve, though single readings can be large or run the other way;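 also: % of control where 0% means no effect; nearly all actives have a fitted effect of over 45% in size; temperature-sensitive fusion mutants such as fzo1-1 at 37 °C on non-fermentable ethanol glycerol medium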
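Temperature-sensitive fusion-defective S. cerevisiae (e.g. fzo1-1, mgm1-5) were grown with compound in YPEG medium (3% ethanol, 3% glycerol) for 48 hours at 37C. Growth rescue was measured as viability by CellTiterGlo luminescence after 10 minutes at ambient.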
BCR signal inh: blocks chronic active B-cell receptor signaling. ABC-DLBCL IkBa-CBG/CBR reporter, luminescence ratio, 4 h. AID 493014. 0.05% of 340,000 active. Potency, µM (series often up to 46.1 µM), inactives show at the top dose ratio change, negative = lower green/red ratio, hits mostly inhibitors; active = well fitted inhibition curve with a large enough effect in the signal ratio, with a control signal flat, not every such curve was filed as active; inconclusive = small, poorly fitted or top-dose-only effect, or effect the other way, or a change in a side signal; the % refers to the signal ratio;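 also: plate controls were basal doxycycline-induced cells for no effect and cells given 10 µM MG132 for full effect; MG132 reads +100%, hits lower the ratio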
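Doxycycline induced both beetle luciferases in TMD8 lymphoma cells; IKK-driven degradation limits the IkappaBalpha-fused green signal, while red luminescence normalises for cell number and nonspecific effects. Compounds tested up to 46 uM, 4 hrs.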
Numbers without * were called inactive; ? = inconclusive; nt = no result given. Potency is read from the fitted curve at half-maximal effect. The list is partial; the hit share may differ from the screen's.

Below each compound – Mito fusion yeast	BCR signal inh
Cc1ccc(CNC(=O)c2cn(C3CCCC3)c(=O)c3c2c2ccccc2n3C)o1
  7.4%	nt
CCOc1ccc(OC(=O)c2sc3ncn(Cc4cccc(F)c4)c(=O)c3c2C)cc1
  nt	12.2%
COC(=O)c1c(NC(=O)c2ccc(S(=O)(=O)N3CCCCC3C)cc2)sc2c1CCN(C(C)C)C2 (stereo not drawn)
  nt	-2.7%
CC1CCN(CC2CCN(C(=O)NCc3ccccc3)CC2)CC1
  nt	-9.4%
COc1ccc(C)cc1NC(=O)Cc1c(C(=O)O)c(C)cn1C
  nt	2.7%
CC(NC(=O)c1ccc2c(c1)N(Cc1cccc(F)c1)C(=O)c1ccccc1S2)c1ccccc1 (stereo not drawn)
  nt	0.5%
COc1ccc(CNC(=O)C2CCN(S(=O)(=O)c3cccc(-c4noc(C)n4)c3)CC2)cc1
  nt	-18.6%
CSc1nnc2[nH]c(=O)cc(C)n12
  nt	11.1%
COc1ccc(Cn2c(=O)n(-c3ccc(OC)cc3)c(=O)c3c2c2cc(OC)ccc2n3C)cc1
  nt	?
O=C(NCC(c1ccco1)S(=O)(=O)c1cccs1)c1ccc(Cl)cc1 (stereo not drawn)
  nt	2.4%
O=C(NC1CCCCC1)c1ccc2c(c1)N(Cc1ccccc1Cl)C(=O)c1ccccc1S2
  nt	-8.1%
O=C(CSc1nc(=O)n(Cc2ccco2)c2c1CCC2)NCc1ccccc1Cl
  nt	?
CCC(=O)N1CCc2cc(Br)cc(S(=O)(=O)CCC(=O)NCCc3ccc(C)cc3)c21
  nt	0.0%
O=S(=O)(NCC(c1ccco1)S(=O)(=O)c1cccs1)c1ccc(F)c(C(F)(F)F)c1 (stereo not drawn)
  nt	-1.1%
COc1cn(CC(=O)Nc2c(C)cc(C)cc2C)c(CN2CCCCC2)cc1=O
  nt	11.0%

The last 3 entries of the section above open the next one:
Below each compound – Mito fusion yeast	BCR signal inh
CCC(=O)N1CCc2cc(Br)cc(S(=O)(=O)CCC(=O)NCCc3ccc(C)cc3)c21
  nt	0.0%
O=S(=O)(NCC(c1ccco1)S(=O)(=O)c1cccs1)c1ccc(F)c(C(F)(F)F)c1 (stereo not drawn)
  nt	-1.1%
COc1cn(CC(=O)Nc2c(C)cc(C)cc2C)c(CN2CCCCC2)cc1=O
  nt	11.0%
Cc1ccc(C)c(N2CCN(C(=O)c3cccn4c(=O)c5ccccc5nc34)CC2)c1
  nt	-1.5%
COc1ccc(CCNC(=O)CSC2=Nc3ccccc3C3=NC(CCC(=O)NCc4ccccc4)C(=O)N23)cc1OC (stereo not drawn)
  nt	-0.4%
Cc1ccc(Nc2cc(C(=O)NC3CCCC3)c3ccccc3n2)cc1C
  nt	?
CCOC(=O)CC(NC(=O)N1CCC(CN2CCC(C)CC2)CC1)c1ccccc1 (stereo not drawn)
  nt	11.3%
COc1ccc(C(=O)Cn2c(=O)n3nc(CCn4nc(C)cc4C)nc3c3cc(OC)c(OC)cc32)cc1
  nt	6.0%
Cc1cccc(NC(=O)CSc2nc(=O)n(Cc3ccccn3)c3c2CCC3)c1C
  nt	7.7%
Cc1ccc(C)c2sc(N3CCN(C(=O)C(C)(C)C)CC3)nc12
  nt	?
CCCc1cnc2c(c1SCC(=O)Nc1ccc(C)c(Cl)c1)c(=O)n(C)c(=O)n2C
  nt	-0.3%
CC(=O)c1ccc(N2CCN(c3ncnc4c3cnn4-c3cc(Cl)ccc3C)CC2)cc1
  nt	7.4%
CNC(=O)c1ccc2c(c1)N(Cc1cc(C)ccc1C)C(=O)c1ccccc1S2
  nt	6.1%
CCC(=O)C1=C(c2cccc([N+](=O)[O-])c2)N(C(=O)CC)n2c(nnc2-c2ccccc2)S1
  nt	1.8%
CCCOc1ccc(C2C(=O)N(C3CCCCCC3)CC(=O)N2CCCOCC)cc1OC (stereo not drawn)
  nt	-14.9%
Cn1nnc2c(N3CCN(c4cccc(Cl)c4)CC3)ncnc21
  nt	-10.6%
COc1ccccc1CNS(=O)(=O)c1ccc(F)c(C(=O)Nc2cc(Cl)ccc2OC)c1
  nt	-1.2%
Fc1ccc(-n2ncc3c(N4CCC(Cc5ccccc5)CC4)ncnc32)cc1
  nt	?

Single records (already shown). Order of screens: Mito fusion yeast	BCR signal inh
Listed for `CCOC(=O)CC(NC(=O)N1CCC(CN2CCC(C)CC2)CC1)c1ccccc1` (stereo not drawn) → nt	11.3%
Listed for `COc1ccc(C(=O)Cn2c(=O)n3nc(CCn4nc(C)cc4C)nc3c3cc(OC)c(OC)cc32)cc1` → nt	6.0%

More records:
Below each compound – Mito fusion yeast	BCR signal inh
CC1CCN(c2nc(-c3ccc(Br)cc3)nc3ccccc23)CC1
  nt	?
COc1ccc(N2CCN(c3nc(-c4ccccc4F)nc4ccccc34)CC2)cc1
  nt	-1.4%
CCCn1ccc2c(OCC(=O)NCc3ccccc3Cl)cccc2c1=O
  nt	?
O=C(Nc1ccc(Cl)cc1C(F)(F)F)c1cc(S(=O)(=O)N2CCOCC2)ccc1F
  nt	-16.9%
O=C(CSCc1ccc(F)cc1)N1CCN(c2ccc(Cl)cc2)CC1
  nt	5.4%
O=C(NCCc1ccc(Cl)cc1)c1ccc2c(c1)N(Cc1ccccc1)C(=O)CS2
  nt	?
CCOC(=O)C1CCCN(c2ncnc3c2nnn3C)C1 (stereo not drawn)
  nt	-6.4%
CCOc1ccc(N2CC(NC(=O)c3cc4ccccc4o3)CC2=O)cc1 (stereo not drawn)
  nt	-14.5%
Cc1nnc(N2CCC(C(=O)NC(C)C)CC2)c2nn(-c3ccccc3)c(C)c12
  nt	-6.0%
CCOCCn1ccc2c(OCC(=O)Nc3cc(C)cc(C)c3)cccc2c1=O
  nt	-29.0%
Cc1ccc(N2CC(NC(=O)C3CCCCC3)CC2=O)cc1 (stereo not drawn)
  nt	-8.8%
Cc1ccc(-c2nc3c4ccccc4n(CC(=O)NCc4ccc(F)cc4)c(=O)n3n2)cc1
  nt	2.5%
CCC(=O)C1=C(c2ccc(Cl)cc2)N(C(=O)CC)n2c(C)nnc2S1
  nt	?
CCCOC(=O)c1ccc(NC(=O)C2CC(=O)N(c3ccc(C)cc3)C2)cc1 (stereo not drawn)
  nt	2.8%
CCOc1cccc(C(=O)Nc2ccc(-c3nc4ncccc4o3)cc2C)c1
  nt	?

Later entries.
| SMILES | Mito fusion yeast | BCR signal inh |
| --- | --- | --- |
| CCOc1cccc2sc(N3CCN(C(=O)C(C)(C)C)CC3)nc12 | nt | ? |
| CCOC(=O)c1ccccc1NC(=O)Cn1c(=O)n(-c2ccc(CC)cc2)c(=O)c2c(C)c(C(=O)N(C)C)sc21 | nt | ? |
| Cc1ccc(CSc2nnc3[nH]c(=O)cc(-c4ccccc4)n23)cc1 | nt | 7.4% |
| CCC(=O)NCCc1sc2nc(-c3ccc(OC)cc3)nn2c1C | nt | ? |
| O=C(Nc1cccc(-c2nc3cc(Cl)ccc3o2)c1)c1ccc(F)cc1 | nt | 0.7% |
| Cc1ccc(C)c(N2CCN(C(=O)CCCCCn3c(=O)[nH]c4ccccc4c3=O)CC2)c1 | nt | -9.2% |
| COc1cccc(NC(=O)c2oc3ccc(S(=O)(=O)N4CCC5(CC4)OCCO5)cc3c2C)c1 | nt | ? |
| Clc1cccc(-n2ncc3c(NCCc4ccccc4)ncnc32)c1 | nt | 5.7% |
| Cc1cccc(C2C=C(c3ccc(F)cc3)Nc3nc4ccccc4n32)c1 (stereo not drawn) | nt | ? |
| CCOC(=O)c1c(N)n(-c2ccc(OCC)cc2)c2nc3ccccc3nc12 | nt | ? |
| O=C(CSC1=Nc2ccccc2C2=NC(CC(=O)NC3CCCCC3)C(=O)N12)Nc1ccc(F)cc1 (stereo not drawn) | nt | 0.8% |
| Cc1nc2c(C(=O)NCCc3ccccc3)cnn2c(C)c1Cc1c(F)cccc1Cl | nt | 4.8% |
| COc1ccc(C2=NN(CC(=O)NCc3ccccc3Cl)C(=O)CC2)cc1 | nt | ? |
| CCOC(=O)CSC1=Nc2ccccc2C2=NC(CCC(=O)NCc3ccc(F)cc3)C(=O)N12 (stereo not drawn) | nt | -13.1% |
| CCCCNC(=O)CSc1nc2n[nH]c(C)c2c(=N)n1-c1cccc(C)c1 | nt | ? |
| O=C(NCc1ccccc1F)C(=O)NCC(c1ccco1)S(=O)(=O)c1ccccc1 (stereo not drawn) | nt | ? |
| CCCCN(C)C(=O)c1ccc2c(c1)NC(=O)C(CC(C)C)N2 (stereo not drawn) | nt | 19.9% |
| COc1cc(CCC(=O)NCc2ccc3c(c2)CCN3C(=O)c2ccccc2)cc(OC)c1OC | nt | -0.8% |
| COCCNC(=O)CSc1nc2cc3c(cc2c(=O)n1Cc1ccc(C(=O)NCCc2ccc(OC)c(OC)c2)cc1)OCO3 | nt | -27.3% |
| CC1CCN(C(=O)CSc2nnc(NC(=O)Nc3ccccc3)s2)CC1 | nt | ? |
| Clc1cccc(-n2ncc3c(NCCCN4CCOCC4)ncnc32)c1 | nt | ? |
| COc1ccc(C)cc1NC(=O)CSc1nc(=O)n(Cc2ccncc2)c2c1CCC2 | nt | ? |
| CCc1ccc(NC(=O)CSc2nc(=O)n(Cc3ccccn3)c3c2CCC3)cc1 | nt | ? |
| Cc1ccc(-c2nc(CS(=O)CC(=O)N3CCN(c4ccc(Cl)cc4)CC3)c(C)o2)cc1 (stereo not drawn) | nt | ? |
| Cc1ccccc1CS(=O)(=O)Cc1ccc(C(=O)NCCc2ccc(Cl)cc2)o1 | nt | -8.5% |
| CCOC(=O)N1CCc2c(sc(NCc3cccc(F)c3)c2C(=O)Nc2ccccc2OCC)C1 | nt | 21.0% |
| COc1ccc(C)cc1NS(=O)(=O)c1cc2c3c(c1)CC(=O)N3CCC2 | nt | 12.4% |
| CCc1ccccc1NC(=O)Cn1c(=O)n(Cc2ccccc2)c(=O)c2c(C)c(C(=O)N(C)C)sc21 | nt | -1.5% |
| COCCNC(=O)CSc1nc2cc3c(cc2c(=O)n1CCCCCC(=O)NCCc1ccc(OC)c(OC)c1)OCO3 | nt | -5.2% |
| NC(=O)C1CCN(c2ncnc3c2cnn3-c2cccc(Cl)c2)CC1 | nt | 1.6% |
| Cc1ccc(-n2ncc3c(NCCc4ccccc4)ncnc32)cc1C | nt | ? |
| CCOc1ccc(CNC(=O)c2ccc3nc(CC)c(CC)nc3c2)cc1OC | nt | 9.8% |
| Cc1ccc(S(=O)(=O)Nc2cccc(-c3cn4cccc(C)c4n3)c2)cc1 | nt | -4.8% |
| O=C(c1cccc([N+](=O)[O-])c1)N1CCN(c2ccc(Nc3ccccc3)nn2)CC1 | nt | 15.6% |
| Cc1ccc(-n2cc(-c3ccccc3)c3c(NC4CCCC4)ncnc32)cc1 | nt | ? |
| COc1cc2cc(CNc3ccccc3)c(=O)n(CC(=O)Nc3ccccc3)c2cc1OC | nt | -23.2% |
| COc1ccccc1CNc1ncnc2c1c(-c1ccccc1)cn2-c1cccc(C)c1 | nt | 2.5% |
| Cc1ccc(N2CC(NC(=O)/C=C\c3ccc4c(c3)OCO4)CC2=O)cc1C (stereo not drawn) | nt | ? |
| COc1ccc(CCNC(=O)C(=O)NCC(c2cccs2)S(=O)(=O)c2ccc(C)cc2)cc1 (stereo not drawn) | nt | ? |
| Cc1ccc(NC(=O)c2oc3ccc(S(=O)(=O)N4CCC5(CC4)OCCO5)cc3c2C)c(C)c1 | nt | -5.3% |
| COc1cccc(N2C(=O)N(CC(=O)NCc3cccc(OC)c3OC)c3ccccc3S2(=O)=O)c1 | nt | -15.3% |
| Cc1ccc(NC(=O)c2ccc(=O)n(CC(=O)Nc3cccc(C)c3)n2)cc1 | nt | ? |
| Cc1cc(-c2ccc(S(=O)(=O)Nc3ccc(Cl)cc3)cc2)on1 | nt | ? |
| CCOC(=O)c1c(C)[nH]c(C)c1S(=O)(=O)N1CCC(C(=O)N2CCN(c3ccc(Cl)cc3)CC2)CC1 | nt | -22.5% |
| O=S(=O)(NCCc1csc2nc(-c3ccc(F)cc3)nn12)c1ccc(Oc2ccccc2)cc1 | nt | 6.3% |

Pulled by compound from above (5):
| SMILES | Mito fusion yeast | BCR signal inh |
| --- | --- | --- |
| COc1cccc(N2C(=O)N(CC(=O)NCc3cccc(OC)c3OC)c3ccccc3S2(=O)=O)c1 | nt | -15.3% |
| Cc1cc(-c2ccc(S(=O)(=O)Nc3ccc(Cl)cc3)cc2)on1 | nt | ? |
| CCOC(=O)c1c(C)[nH]c(C)c1S(=O)(=O)N1CCC(C(=O)N2CCN(c3ccc(Cl)cc3)CC2)CC1 | nt | -22.5% |
| O=S(=O)(NCCc1csc2nc(-c3ccc(F)cc3)nn12)c1ccc(Oc2ccccc2)cc1 | nt | 6.3% |
| Cc1ccc(NC(=O)c2ccc(=O)n(CC(=O)Nc3cccc(C)c3)n2)cc1 | nt | ? |
